ATG4B inh = ATG4B protease inhibitors, primary screen, biochemical, fluorescence, uHTS; AID 504462, 2011; ATG4B cleavage of LC3-PLA2, NBD-HPC fluorescence, 1 h; Cysteine protease ATG4B (Homo sapiens), Q9Y4P1; inhibition, % at 8.33 µM; 0.51% of 340,000 active; in the data active means inhibition above about 40%
Target sequence (Q9Y4P1 whole entry, looked up): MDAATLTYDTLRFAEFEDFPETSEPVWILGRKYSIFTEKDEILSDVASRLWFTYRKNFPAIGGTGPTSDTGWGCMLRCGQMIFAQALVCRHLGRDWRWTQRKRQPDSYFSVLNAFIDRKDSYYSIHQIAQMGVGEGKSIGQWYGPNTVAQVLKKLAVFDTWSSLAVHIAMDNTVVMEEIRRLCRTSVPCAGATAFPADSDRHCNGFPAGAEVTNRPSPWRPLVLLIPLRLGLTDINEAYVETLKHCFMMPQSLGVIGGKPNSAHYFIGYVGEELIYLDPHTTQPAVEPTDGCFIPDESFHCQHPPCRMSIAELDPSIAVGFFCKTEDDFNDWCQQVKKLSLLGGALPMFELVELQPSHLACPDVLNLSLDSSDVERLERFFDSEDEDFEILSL
SENP8 inh = human SENP8 protease inhibitors, primary screen, biochemical, fluorescence, Nedd8 protein substrate, uHTS; Sentrin-specific protease 8 (Homo sapiens), Q96LD8; recombinant SENP8; inhibition, % at 20 µM; 0.64% of 360,000 active; AID 602440, 2012; in the data active means inhibition mostly above about 40%, no sharp cut-off; inactive means mostly below about 27%
SENP7 inh = SENP7 protease inhibitors, primary screen, biochemical, luminescence, uHTS; inhibition, % at 5 µM; recombinant SENP7, Z-RLRGG-aminoluciferin luminescence, 40 min; 1.5% of 330,000 active;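 active means inhibition above about 50% at the single test dose, limit read from the data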;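 further: plate controls were DMSO with enzyme for no effect and no enzyme buffer wells for full effect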
PfGluPho inh = PfG6PD enzyme inhibitors, primary screen, biochemical, fluorescence intensity, uHTS | glucose-6-phosphate dehydrogenase-6-phosphogluconolactonase (Plasmodium falciparum 3D7) | PfGluPho enzyme, NADPH resazurin-diaphorase fluorescence | inhibition, % at 20 µM | 0.78% of 350,000 active;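 active means inhibition reaching at least a set limit at 20 µM in the primary screen, cut at about 59% in these data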;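 further: 0% = DMSO wells with substrate and 100% = DMSO wells lacking glucose-6-phosphate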
SENP6 inh = SENP6 protease inhibitors, primary screen, biochemical, luminescence, uHTS; Recombinant SENP6 catalytic domain, aminoluciferin luminescence; AID 2599, 2010; inhibition, % at 10 µM; 1.8% of 330,000 active;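 active means inhibition above about 50% at the single tested dose, limit read from the data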;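 further: plate controls were DMSO wells with enzyme for no effect and DMSO wells lacking enzyme for full effect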
Target sequence (Q9GZR1 628-1112 limits assumed): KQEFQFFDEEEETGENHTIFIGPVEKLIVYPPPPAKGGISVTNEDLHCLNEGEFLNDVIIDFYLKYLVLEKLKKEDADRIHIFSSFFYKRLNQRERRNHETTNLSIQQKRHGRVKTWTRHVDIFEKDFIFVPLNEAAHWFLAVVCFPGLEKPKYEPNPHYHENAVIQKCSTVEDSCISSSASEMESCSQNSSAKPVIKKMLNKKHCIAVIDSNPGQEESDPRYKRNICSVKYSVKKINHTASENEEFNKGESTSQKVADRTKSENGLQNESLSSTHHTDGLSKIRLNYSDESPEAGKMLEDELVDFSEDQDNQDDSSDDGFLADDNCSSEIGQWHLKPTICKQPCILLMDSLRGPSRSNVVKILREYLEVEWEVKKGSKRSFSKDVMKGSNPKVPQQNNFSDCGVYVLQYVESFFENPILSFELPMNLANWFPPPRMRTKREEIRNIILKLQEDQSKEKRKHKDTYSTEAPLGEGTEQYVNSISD
MPTP inh = mitochondrial permeability transition pore inhibitors, primary screen, biochemical, isolated mouse mitochondria, absorbance | inhibition, % at 10 µM | Ca2+ swelling absorbance, 30 min | AID 602449, 2012 | 1.4% of 360,000 active;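 active means inhibition of 50% or more, scaled per plate between neutral and stimulator controls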;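 further: 0% = DMSO wells given calcium and 100% = 1 mM EGTA wells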
GRIN3A LBD mod = binders of NR3A ligand-binding domain, primary screen, biophysical, differential scanning fluorimetry, uHTS | Glutamate receptor ionotropic, NMDA 3A (GRIN3A) ligand-binding domain | NR3A LBD differential scanning fluorimetry, Tm shift; 0% = protein alone, 100% = glycine-bound protein | Tm shift relative to glycine control, % at 25 µM | 2.5% of 340,000 active;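 active means melting temperature shift of at least 10% of the positive control shift, at one fixed dose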
HKDC1 inh = HKDC1 hexokinase inhibitors, primary screen, biochemical, fluorescence, uHTS. Q2TB90. recombinant HKDC1, G6PDH/diaphorase resazurin coupled fluorescence. inhibition, % at 20 µM. 0.16% of 340,000 active. AID 493160, 2011;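 active means inhibition above about 35% when tested at 20 µM, limit read from the data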;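 further: plate controls were DMSO wells with enzyme for no effect and DMSO wells lacking enzyme for full effect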
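Test system: recombinant HKDC1 (HK5) hexokinase enzyme, produced in-house / Doses: 20 µM test compound, 1% DMSO / Timing: 90 min, room temperature / Detection: G6PDH/diaphorase-coupled fluorescence, 1 mM NADP, 100 µM resazurin, 525/613 nm / Control set: DMSO wells with and without enzyme mix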
An asterisk follows results filed as active; . = not tested or not shown.

SMILES	ATG4B inh	SENP8 inh	SENP7 inh	PfGluPho inh	SENP6 inh	MPTP inh	GRIN3A LBD mod	HKDC1 inh
Cc1cccc(NC(=O)c2cc(-c3c(C)cc(C)cc3O)n[nH]2)c1	-1	23	6	11	-6	0.2	-11	-4
COc1ccc(NS(=O)(=O)c2ccc3nc(COc4cccc5ccccc45)[nH]c3c2)cc1	-5	12	-3	34	5	3.0	17*	12
CC1CCCN(S(=O)(=O)CCNC(=O)c2ccccc2)C1 (centres undefined)	3	7	3	6	-9	0.0	2	-1
CCn1cc([N+](=O)[O-])c(C(=O)N2CCCC2)n1	-4	6	.	-6	.	-1.5	0	-3
O=C1/C(=C/c2cccs2)SC(=S)N1c1cccc(O)c1	-4	48*	-14	3	-22	12	2	0
CN(C)Cc1cccc(-c2ccccc2)c1O	0	-61	.	-8	.	-0.3	1	0
Cc1ccc(C2=N/C(=C\N(C)C)C(=O)O2)cc1	0	22	-3	-1	17	-2.5	-18	-10
CCN(CC)S(=O)(=O)c1ccc(O)c(C(=O)OCC(=O)Nc2cc(C)c(C)cc2[N+](=O)[O-])c1	5	11	-21	-12	10	-4.1	-7	1
Cc1ccc(NC(=O)N2CCOCC2)c(C)c1	-12	3	-2	2	-5	-0.4	-1	-4
COC(C(=O)NCc1ccc(C)cc1)c1ccccc1 (centres undefined)	-3	-4	6	-2	-6	-0.4	0	-1
COc1ccccc1NC(=O)C1CCN(c2ncnc3c2nc2n3CCCCC2)CC1	15	6	-5	-5	-20	-0.3	-1	-2
NS(=O)(=O)c1ccc2nc(NC(=O)C3=COCCO3)sc2c1	-1	-24	12	-12	13	-0.6	-9	0
COc1ccccc1N1CCN(C(=O)c2ccncc2)CC1	-3	2	-3	4	-3	-0.7	-11	-12
COc1cc(/C=C/c2sc3ccccc3[n+]2CCCS(=O)(=O)[O-])ccc1O	8	28	3	39	20	56*	0	1
Cc1cc(S(=O)(=O)N2CCOCC2)ccc1OCC(=O)N1CCCC1	0	4	-1	2	27	-1.1	0	-8
Cc1cccc(N2CCN(C(=O)Cn3cccc3)CC2)c1C	-5	5	9	0	-13	-1.9	-1	-3
COc1cc2ccccc2nn1	-4	-357	4	4	-23	1.5	1	-3
CCC(=O)c1ccc(OCC(=O)OCC(=O)N2CCCc3ccccc32)cc1	1	5	-4	5	-2	-1.0	-1	-8
C=CCNC(=S)NCc1ccc(CNC(=S)NCC=C)cc1	4	10	-3	-20	-10	-1.2	-1	-4
COc1ccccc1CN1CCN(C(CC(C)C)c2nnnn2Cc2cccs2)CC1 (centres undefined)	4	23	4	-16	-10	1.3	-2	2
CCOC(=O)N1CCN(S(=O)(=O)c2ccc(OCC(=O)OC)c(Cl)c2)CC1	-10	7	-9	-16	-6	0.7	5	-10
Clc1ccc(SCc2nc3ccccc3[nH]2)cc1	-7	-6	44	3	40	16	-3	-8
Cc1ccc(OCCCC(=O)Nc2ccc(S(=O)(=O)Nc3cc(C)nc(C)n3)cc2)cc1	-18	6	-7	-11	-9	0.7	0	-7
NS(=O)(=O)c1cc(C(=O)NC2CCSc3ccccc32)ccc1Cl (centres undefined)	54*	8	3	-7	-10	-0.9	7	24
Cc1ccc(S(=O)(=O)N2CCC(C(=O)NCCCn3ccnc3)CC2)cc1	5	0	-2	2	-7	-1.1	-2	-8
CC(C)Oc1ccc(N2CC(C(=O)NC3=NCCS3)CC2=O)cc1 (centres undefined)	1	17	1	0	5	-2.5	4	-13
CC1CN(CC(=O)Nc2nc(-c3ccc(Cl)cc3)cs2)CC(C)O1 (centres undefined)	3	10	.	22	.	1.0	-1	-3
CCCCn1c(N)c(N(CCOC)C(=O)c2cc(-c3ccco3)nc3ccccc23)c(=O)[nH]c1=O	1	-260	9	4	-10	-0.2	-1	0
CCn1c(=O)c2sccc2n(Cc2ccccc2)c1=O	-1	10	5	4	10	-0.1	1	4
CCOc1ccc(C2NC(=O)C(C#N)=C(S)N2c2cccc(C)c2)cc1OC (centres undefined)	-5	-7	5	-10	-45	2.3	1	18
O=[N+]([O-])c1ccc(-c2n(-c3ccccn3)c3ccccc3[n+]2-c2ccccn2)cc1	5	6	1	-12	-13	0.1	1	1
Cc1cc(NC(=O)CSc2ccc(-c3ccccc3)nn2)no1	-10	6	-1	1	-2	-0.1	0	0
CCOC(=O)c1c(C)n(C)c2ccc(OCCN(C)C)cc12	3	25	-1	-12	-16	4.1	1	4
COc1c(C)cc(Br)cc1C(=O)Nc1ccc(C)cc1[N+](=O)[O-]	42*	6	-1	2	-2	0.4	-1	-14
CCOc1cccc(CNCCO)c1OCc1ccc(Cl)cc1Cl	-5	14	2	6	-19	94*	-6	-5
O=c1cc(CN2CCc3ccccc32)c2ccc(O)cc2o1	-1	-373	1	-43	-1	0.6	-15	1
CCSc1nnc(-c2cnn(-c3ccccc3)c2-n2cccc2)n1C	10	19	1	-11	-4	-0.8	2	-3
COc1ccc(CNC(=O)Cn2cc(C)c(=O)[nH]c2=O)cc1	-6	12	.	-4	.	1.0	-2	-4
Cc1cc(C)nc(SCc2ccc(C(=O)NN=C3C4CC5CC(C4)CC3C5)cc2)n1	-9	13	-2	2	-8	-2.5	0	17
NC(=O)c1ccc(-c2csnn2)cc1	-6	12	10	5	-14	-1.1	1	8
CCC1CCCCN1C(=S)NC(=O)c1ccc([N+](=O)[O-])cc1 (centres undefined)	-4	17	5	2	5	0.3	-1	-8
Cc1ccccc1NC(=O)CSc1nnc(Cc2cccn2C)n1-c1ccc(F)cc1	0	12	1	8	-5	-2.9	-1	-8
COc1ccc(C(=O)Nc2ccc(Cl)c(Cl)c2)c(OC)n1	0	9	51*	-2	12	0.0	1	-1
CCC(C)(C)n1nnnc1C(c1cc2cc(C)ccc2[nH]c1=O)N1CCCc2ccccc21 (centres undefined)	-1	-115	-7	39	1	1.2	3	14
C=CCc1ccc(OCCCNC2CCCC2)c(OC)c1	-3	16	-5	4	-11	4.1	0	-8
Nc1cccc(Oc2ccc3c(c2)C(=O)NC3=O)c1	9	2	-3	-2	6	-0.5	0	-2
Cc1cc(-c2ccc(C(C)C)c(S(=O)(=O)Nc3ccccn3)c2)on1	-4	-333	-10	2	-13	-2.1	0	2
CCCCC1(Cc2cccc([N+](=O)[O-])c2)C(=O)N(c2ccccc2)N(c2ccccc2)C1=O	-13	24	-2	21	-12	0.7	1	5
O=C(CCn1nc(-c2ccccc2)c2ccccc2c1=O)NCC1CCCO1 (centres undefined)	-15	14	4	18	5	0.6	0	2
CC(CC(=O)O)CC(=O)Nc1cccc([N+](=O)[O-])c1 (centres undefined)	3	4	2	-19	-12	-0.6	-2	6
Further structures follow.
SMILES	ATG4B inh	SENP8 inh	SENP7 inh	PfGluPho inh	SENP6 inh	MPTP inh	GRIN3A LBD mod	HKDC1 inh
O=C(Nc1ccc([N+](=O)[O-])cc1)/C(=C/c1cccc([N+](=O)[O-])c1)NC(=O)C1CCCCC1	5	31	5	-2	-21	98*	0	11
O=C(C1=C[C@@H](c2ccc3c(c2)OCO3)C[C@@H](OCc2ccc(CO)cc2)O1)N1CCOCC1	-4	-20	-1	0	-15	-0.6	1	1
CCC(C)(C)NC(=O)CN(C(=O)c1csnn1)c1ccccc1-c1ccccc1	0	5	-8	7	-17	1.5	-2	-7
COc1ccc(N2CCN(C(=O)C(=O)c3c(C)n(C)c4ccccc34)CC2)cc1	-8	10	-11	2	-2	-2.9	-2	0
CCOc1ccc(-c2ccc(SCC(=O)N3CCOCC3)nn2)cc1	-9	8	-9	-10	4	3.0	-1	1
Cc1ccc(/C=N/N=C/c2ccc(C)s2)s1	-6	22	63*	-1	77*	1.2	-1	-7
CC(C)COCC(O)CC(Cc1ccccc1)C(=O)NN (centres undefined)	-4	13	-6	2	-6	0.8	-1	-1
O=C(O)CCCn1cc(NC(=O)c2ccc(F)cc2)cn1	0	15	5	-13	-4	-2.7	1	9
CCOc1ccc2nc(SC3CC(=O)N(c4ccccc4)C3=O)sc2c1 (centres undefined)	-6	16	10	2	-2	-0.5	-1	-2
COCCn1c(C)cc(C(=O)CSc2nc3ccccc3c(=O)n2C(C)COC)c1C (centres undefined)	5	3	-8	7	-10	-2.1	0	-4

15 entries out of the list, arranged by heavy-atom count, ascending:
SMILES	ATG4B inh	SENP8 inh	SENP7 inh	PfGluPho inh	SENP6 inh	MPTP inh	GRIN3A LBD mod	HKDC1 inh
Cc1ccc(/C=N/N=C/c2ccc(C)s2)s1	-6	22	63*	-1	77*	1.2	-1	-7
Cc1ccc(C2=N/C(=C\N(C)C)C(=O)O2)cc1	0	22	-3	-1	17	-2.5	-18	-10
Clc1ccc(SCc2nc3ccccc3[nH]2)cc1	-7	-6	44	3	40	16	-3	-8
CC(CC(=O)O)CC(=O)Nc1cccc([N+](=O)[O-])c1 (centres undefined)	3	4	2	-19	-12	-0.6	-2	6
CCn1c(=O)c2sccc2n(Cc2ccccc2)c1=O	-1	10	5	4	10	-0.1	1	4
COc1ccc(C(=O)Nc2ccc(Cl)c(Cl)c2)c(OC)n1	0	9	51*	-2	12	0.0	1	-1
COc1ccccc1N1CCN(C(=O)c2ccncc2)CC1	-3	2	-3	4	-3	-0.7	-11	-12
COc1c(C)cc(Br)cc1C(=O)Nc1ccc(C)cc1[N+](=O)[O-]	42*	6	-1	2	-2	0.4	-1	-14
CCOc1cccc(CNCCO)c1OCc1ccc(Cl)cc1Cl	-5	14	2	6	-19	94*	-6	-5
Cc1cc(-c2ccc(C(C)C)c(S(=O)(=O)Nc3ccccn3)c2)on1	-4	-333	-10	2	-13	-2.1	0	2
CCOc1ccc(C2NC(=O)C(C#N)=C(S)N2c2cccc(C)c2)cc1OC (centres undefined)	-5	-7	5	-10	-45	2.3	1	18
Cc1cc(C)nc(SCc2ccc(C(=O)NN=C3C4CC5CC(C4)CC3C5)cc2)n1	-9	13	-2	2	-8	-2.5	0	17
COc1ccccc1NC(=O)C1CCN(c2ncnc3c2nc2n3CCCCC2)CC1	15	6	-5	-5	-20	-0.3	-1	-2
O=C(Nc1ccc([N+](=O)[O-])cc1)/C(=C/c1cccc([N+](=O)[O-])c1)NC(=O)C1CCCCC1	5	31	5	-2	-21	98*	0	11
CCC(C)(C)n1nnnc1C(c1cc2cc(C)ccc2[nH]c1=O)N1CCCc2ccccc21 (centres undefined)	-1	-115	-7	39	1	1.2	3	14

Later entries
SMILES	ATG4B inh	SENP8 inh	SENP7 inh	PfGluPho inh	SENP6 inh	MPTP inh	GRIN3A LBD mod	HKDC1 inh
CC1Cc2ccccc2N1C(=O)CN1CCCCC1 (centres undefined)	10	21	-9	1	-18	0.3	2	-7
O=C(NC1CCCc2ccccc21)N[C@@H](Cc1ccccc1)C(=O)O (some centres undefined)	0	7	-4	15	-3	-1.0	0	1
O=C(NCCc1c[nH]c2ccccc12)c1cnc2n(c1=O)CCS2	6	19	-12	-24	15	-1.6	1	3
Cc1ccc([N+](=O)[O-])cc1S(=O)(=O)Nc1ccccn1	-5	10	-1	13	1	2.3	0	-3
